Source: PubChem (The Scripps Research Institute Molecular Screening Center)
PLCg1 inh: inhibitors of human phospholipase C gamma1 | P19174 | purified PLC-gamma1, fluorogenic substrate, fluorescence | inhibition, % at 12.2 µM | 0.84% of 370,000 active; in the data active = inhibition above about 9.5%
MBD2 DNA inh: blocks human MBD2 binding to methylated DNA; Q9UBB5; TR-FRET, MBD2 binding to methylated oligonucleotide; inhibition, % at 4.4 µM; 0.31% of 370,000 active; AID 686964; in the data active = inhibition above about 13%
PLCb3 inh: inhibitors of human phospholipase C beta3; Q01970; Purified PLC-beta3, fluorogenic substrate, fluorescence; inhibition, % at 12.2 µM; 0.18% of 370,000 active; AID 720704; in the data active = inhibition above about 11%;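 note: 0% = median of compound wells on plate and 100% = full blocker control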
Tn7 DDE FP: inhibitors of Tn7 peptide binding to human fibrin DD(E) | P02675 | FP displacement of FITC-Tn7 peptide from fibrin DD(E); 0% = median of compound wells per plate | inhibition, % at 8.3 µM | 0.13% of 370,000 active;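 active = inhibition above the mean of compounds falling within the control limits plus 3 SD of them, cut at about 14% in these data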;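 note: 0% = plate median of compound wells and 100% = 10 µM Aha-Tn7 peptide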
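Measure: % inhibition scaled between sample-field median and high-control FP; Test system: human fibrin DD(E); Quantity: 2 µM final DD(E) protein; Doses: one dose, 8.3 µM nominal; Schedule: compound with protein 10 min, then 3 h after probe, room temperature; Detection: fluorescence polarization; Medium: Tris buffer with calcium and detergent, pH 7.8.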
UHRF1 binding: UHRF1 methyl-DNA binding inhibition; Q96T88; UHRF1 binding to methylated oligo, TR-FRET; inhibition, % at 4.4 µM; 0.75% of 370,000 active; AID 687016; in the data active = inhibition above about 21%;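 note: UHRF1 SRA domain binding a hemimethylated CpG hairpin DNA probe; 0% = median of test compound wells and 100% = reference inhibitor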
ADAM17 inh: inhibits human ADAM17. recombinant ADAM17, EDANS/DABCYL FRET peptide cleavage. inhibition, % at 6.95 µM. 0.83% of 370,000 active. AID 720648;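 active = inhibition above the mean of compounds lying between control limits plus 3 SD, set per campaign, cut at about 8.5% in these data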;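 note: 0% = DMSO-only wells as the low control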
Target sequence (P78536 215-824 limits assumed): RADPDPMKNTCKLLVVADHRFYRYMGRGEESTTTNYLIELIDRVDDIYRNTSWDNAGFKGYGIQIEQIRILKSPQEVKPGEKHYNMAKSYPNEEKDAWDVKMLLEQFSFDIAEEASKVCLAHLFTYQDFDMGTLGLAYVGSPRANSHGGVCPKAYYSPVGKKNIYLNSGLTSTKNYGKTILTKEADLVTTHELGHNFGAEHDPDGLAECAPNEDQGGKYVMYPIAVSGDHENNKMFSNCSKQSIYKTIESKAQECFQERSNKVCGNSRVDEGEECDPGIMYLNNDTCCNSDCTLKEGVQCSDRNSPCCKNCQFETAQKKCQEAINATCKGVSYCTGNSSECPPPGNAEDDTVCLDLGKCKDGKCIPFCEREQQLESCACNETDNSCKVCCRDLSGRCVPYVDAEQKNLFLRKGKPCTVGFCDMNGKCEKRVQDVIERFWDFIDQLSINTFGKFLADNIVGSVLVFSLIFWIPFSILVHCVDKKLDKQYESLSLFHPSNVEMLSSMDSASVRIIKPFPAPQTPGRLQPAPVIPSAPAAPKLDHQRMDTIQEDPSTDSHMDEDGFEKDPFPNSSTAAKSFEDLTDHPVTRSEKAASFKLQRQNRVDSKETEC
ASAP1 GAP inh: inhibitors of human ASAP1 ArfGAP activity; Q9ULH1; ASAP1-stimulated ARF1 GTP hydrolysis, GDP FP detection; inhibition, % at 16.5 µM; 0.19% of 360,000 active; AID 624377; in the data active = inhibition above about 25%;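 note: 0% = vehicle with enzyme and substrate and 100% = no enzyme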
ARFGAP1 inhibitor: inhibitors of rat ARFGAP1; Q62848; Arfgap1-stimulated ARF1 GTP hydrolysis, GDP FP detection; inhibition, % at 16.5 µM; 0.26% of 360,000 active;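 active = inhibition above a per-plate limit, mean inhibition of low control wells plus 3 SD, cut at about 25% in these data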;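 note: 0% = DMSO wells with enzyme and 100% = wells lacking Arfgap1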
Target sequence (Q62848 1-136 limits assumed): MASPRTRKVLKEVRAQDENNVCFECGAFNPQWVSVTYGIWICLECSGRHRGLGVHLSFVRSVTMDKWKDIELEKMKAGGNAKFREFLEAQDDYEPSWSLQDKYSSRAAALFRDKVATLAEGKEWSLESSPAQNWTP
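Material – truncated rat Arfgap1 GAP domain · Buffer or medium – HEPES-based buffer, pH 7.5 · Reagent – human ARF1(Δ1-17)-GTP substrate · Dosing – 16.5 µM single point, 1.26% DMSO · Schedule – GTP hydrolysis reaction 2 h at 25 °C · Technique – GDP detection by fluorescence polarization · Benchmarks – No-Arfgap1 wells (100%) versus DMSO full-reaction wells (0%) · Repeats – single replicate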
proKLK7 act: activates the human kallikrein-7 zymogen. AID 652039. purified proKLK7, EDANS-DABCYL substrate fluorescence; 100% is mature enzyme control, 0% vehicle. 0.9% of 370,000 active. P49862. activation, % at 7 µM;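 active = activation above the mean of all tested compounds plus 3 SD, computed per campaign excluding outliers beyond control limits, cut at about 13% in these data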
Target sequence (P49862 whole entry, looked up): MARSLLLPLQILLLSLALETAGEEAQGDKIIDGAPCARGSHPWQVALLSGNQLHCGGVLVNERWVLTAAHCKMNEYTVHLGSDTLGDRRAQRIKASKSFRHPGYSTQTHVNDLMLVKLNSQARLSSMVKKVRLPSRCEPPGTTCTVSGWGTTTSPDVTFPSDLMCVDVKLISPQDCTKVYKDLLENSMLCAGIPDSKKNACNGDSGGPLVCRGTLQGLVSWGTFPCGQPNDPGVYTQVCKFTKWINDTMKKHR
Tn6 DDE FP: inhibitors of Tn6 peptide binding to human fibrin DD(E); P02675; Fibrin DD(E) TRITC-Tn6 fluorescence polarization displacement; inhibition, % at 8.3 µM; 0.21% of 370,000 active;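 active = inhibition above a per-campaign cutoff: mean of compounds within control limits plus 3 SD, cut at about 15% in these data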;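 note: 0% = median of all compound wells on the plate and 100% = blocking peptide control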
* = called active by the depositor. Rows are unselected. Share with any hit: about 4.1%.

SMILES	PLCg1 inh	MBD2 DNA inh	PLCb3 inh	Tn7 DDE FP	UHRF1 binding	ADAM17 inh	ASAP1 GAP inh	ARFGAP1 inhibitor	proKLK7 act	Tn6 DDE FP
COC(=O)c1c([N+](=O)[O-])c(OC)c(OC)c(OC)c1[N+](=O)[O-]	4	-1	-2	4	2	2	-7	5	0.8	7
Cc1cc(C)n(/N=C/c2cccc(O)c2)c(=O)c1C(N)=O	-2	-2	-1	2	2	-7	-4	-3	0.3	-10
CN(C(=O)CN1C(=O)S/C(=C\c2ccccc2)C1=O)C1CCS(=O)(=O)C1 (configuration not stated)	1	4	-5	0	11	-6	-2	11	-0.1	-1
O=C1Nc2ccccc2C12OCC1(CO2)COC2(OC1)C(=O)Nc1ccccc12 (configuration not stated)	3	-3	3	0	3	3	7	-5	0.1	6
COc1cnc(-c2ccccn2)nc1Oc1cccc(C(F)(F)F)c1	5	-2	-9	-5	4	-1	14	2	-0.4	-6
O=C(CN(C(=O)c1csnn1)c1ccc(Br)cc1)NC1CCCCC1	0	0	-7	-2	1	-2	9	-4	-0.1	2
CCCCNC(=O)CN1C(=O)NC(Cc2ccccc2)(Cc2ccccc2)C1=O	-4	-5	3	-1	-1	4	0	3	0.8	-1
COc1ccc(NC(=O)c2ccc(=O)[nH]c2)cc1S(=O)(=O)N1CCOCC1	-1	-6	6	3	-1	0	-14	-6	0.7	-1
COc1cc(C(=O)N2c3ccccc3CC2C)cc(OC)c1OC (configuration not stated)	-1	-1	0	4	-2	0	6	-7	-0.5	4
CCOC(=O)C1(C)CCCN1C(=O)c1c(F)cccc1F (configuration not stated)	4	-5	5	-11	2	-2	-5	4	-0.1	4
CC(=O)Nc1ccccc1C(=O)C(=O)Nc1cccc(C(=O)NCc2ccccc2)c1	2	2	0	2	3	-2	-7	4	0.5	1
CCOc1ccccc1-c1nc(CN2CCN(C(=O)c3ccco3)CC2)c(C)o1	1	-3	-6	-2	-2	2	2	-5	-0.6	-2
CCCCc1nnc(NC(=O)C2CC(=O)N(c3ccc4c(c3)OCCO4)C2)s1 (configuration not stated)	4	0	4	4	1	2	6	15	-0.6	-5
CC(C)NC(=O)c1cc(-c2ccc(F)cc2OC(C)C)n[nH]1	-1	1	-2	8	-1	-1	-7	-6	0.3	-3
O=C(NCc1cccnc1)c1cccc(NS(=O)(=O)c2ccc(Br)cc2)c1	-4	8	-4	4	7	-2	1	6	-0.6	-6
Cn1c(CCCOc2ccc(Cl)cc2Cl)nnc1SCC(=O)Nc1nccs1	-1	5	2	0	3	1	6	-7	-0.8	-8
[O-]/[N+](=C/c1ccc(F)cc1)c1ccccc1	-1	0	0	10	-2	-5	-13	-5	-0.2	2
CCn1cc(C(=O)N[C@@H](CCSC)C(=O)NCCO)c(=O)c2cc3c(cc21)OCO3	-8	2	-10	4	0	-11	16	-10	0.6	-3
CCc1nn(C)c2c(=O)c(=O)c2n(C)[nH]1	0	1	-4	-2	-3	0	-1	3	0.0	1
O=C1c2ccccc2C(=O)N1Cc1nc2ccccc2c(=O)n1CCCn1ccnc1	12*	0	7	-5	3	7	-1	2	0.3	0
COc1ccc(N2CCN(C(=O)Cn3c(=O)[nH]c4ccsc4c3=O)CC2)cc1	0	8	2	2	2	-3	-6	0	0.4	-8
CCNC(=O)C(=O)NCc1ccncc1	1	0	10	3	4	2	6	4	-1.1	-2
CCOC(=O)Cc1csc(NC(=O)C(C)(C)CC)n1	-1	2	3	-1	-1	-2	-2	15	0.4	6
O=C(CCN1C(=O)C2CCCCC2C1=O)Nc1nc(-c2ccccc2)cs1 (configuration not stated)	-1	6	-6	8	1	-5	7	6	-0.6	-8
CC(=O)c1sc(NC(=O)CN2C(=O)C3CC=CCC3C2=O)nc1-c1ccccc1 (configuration not stated)	-3	4	-18	8	1	-8	10	1	-0.1	2
CC1(C)CC(=O)C2=C(C1)NC1=C(C(=O)c3ccccc31)C2c1cccnc1 (configuration not stated)	1	-19	3	5	-27	-2	6	1	0.2	-1
COc1ccc(CNS(=O)(=O)NCc2ccc(OC)c(OC)c2)cc1OC	0	1	4	-8	-1	-1	1	-5	-1.2	-1
Cc1ccc(NC(=O)CSc2nnc(-c3ccccn3)n2C)cc1	1	2	-2	-10	1	-4	-2	5	-0.2	6
COc1ccc2c(c1)C(C)(Cc1ccc(C(=O)c3ccccc3)cc1)C(=O)N2 (configuration not stated)	1	3	3	4	1	2	-8	2	0.4	-12
O=C(COc1ccccc1)N1CCN(S(=O)(=O)c2cccs2)CC1	2	3	-6	-9	3	-3	-9	0	0.0	-6
COC(=O)c1ccc(NC(=O)Cn2nc(SC)n(N)c2=S)cc1	6	-5	2	-1	-1	3	-8	2	0.4	1
O=C(NCc1nc2ncc(Br)cc2[nH]1)c1ccccc1	-8	7	-13	3	2	-6	3	7	-0.6	-3
Cc1cccc(C2=CC(=O)CC(C)(C)C2=O)c1	2	1	1	-10	-1	0	2	5	-0.3	-10
Cc1ccc(S(=O)(=O)NC(N)=NCCc2ccccc2)cc1C	2	-1	2	-8	-2	0	2	-2	0.0	6
CCN(CC)S(=O)(=O)c1ccc(NC(=O)COC(=O)CCc2cc(OC)c(OC)c(OC)c2)cc1	8	-5	11*	-1	0	11*	7	-6	-0.6	-9
O=c1cc(N2CCC(Cc3ccccc3)CC2)[nH]c(=O)n1C1CCCCC1	1	1	1	-1	-1	0	4	-8	0.1	11
O=C(NCCO)c1c(-c2ccc3c(c2)OCO3)noc1-c1ccsc1	-3	2	1	-1	1	-4	12	-7	0.5	-1
Cc1csc(=O)n1CC(=O)OCc1cccc2ccccc12	-1	0	-1	4	-3	0	1	-2	0.3	2
CN(C)S(=O)(=O)c1ccc(C(=O)OCCc2ccccc2)cc1	5	-2	0	-7	2	3	16	-12	0.1	2
Cc1ccc(-c2csc3ncn(CC(=O)N4CCOCC4)c(=O)c23)cc1	-1	-7	-2	-2	-4	-2	-8	-8	0.4	-1
C=CCCC(=O)Nc1nc(C)c(-c2csc(Nc3cc(Cl)ccc3OC)n2)s1	-18	-6	-31	-4	2	-2	5	7	-0.4	-8
Cc1cc(C)cc(N(CC(=O)Nc2ccc(Br)cc2)S(=O)(=O)c2c(C)[nH]c(=O)[nH]c2=O)c1	0	1	-10	0	-8	1	-1	10	-0.1	-1
CC1CCc2nc(NC(=O)Nc3ccc4c(c3)OCO4)sc2C1 (configuration not stated)	-2	-3	-5	-3	2	5	-6	0	-0.3	0
COc1ccccc1CN1CC(C(=O)NCCCc2ccc(F)cc2)CCC1=O (configuration not stated)	0	5	-9	-3	1	-3	-10	10	-0.3	2
Cn1c(=O)oc2cc(S(=O)(=O)NCCN3CCN(c4ccccc4)CC3)ccc21	0	3	2	-4	-1	-5	8	1	-0.1	-3
CCOC(=O)C1(Cc2ccccc2C)CCCN(C(=O)c2ccc(COC)o2)C1 (configuration not stated)	-2	-3	-3	-2	-1	0	-16	-13	0.3	0
COc1cc(OC)c2c(-c3ccccc3)cc(=O)oc2c1C(CCN1CCOCC1)c1ccc2c(c1)OCO2 (configuration not stated)	-50	1	-68	7	-2	-1	-12	-4	-5.1	0
CC(C)(C)c1cc(CSC(=S)NC2CCS(=O)(=O)C2)c(Br)c(C(C)(C)C)c1 (configuration not stated)	4	3	2	-4	0	-2	9	6	0.7	7
O=C(NOC(=O)c1c(F)cccc1Cl)c1ccc(Cl)c(Cl)c1	0	1	0	-5	0	0	-4	-1	0.4	3
C=CCN=C1NC(c2ccc(C(F)(F)F)cc2)C(C(=O)OC)=C(C)N1Cc1ccccc1C(F)(F)F (configuration not stated)	-3	6	-1	-1	0	-2	2	18	0.6	-2
(continued)
SMILES	PLCg1 inh	MBD2 DNA inh	PLCb3 inh	Tn7 DDE FP	UHRF1 binding	ADAM17 inh	ASAP1 GAP inh	ARFGAP1 inhibitor	proKLK7 act	Tn6 DDE FP
c1ccc(COc2cccc(-c3cc4nc(NCCOc5ccccc5)ccn4n3)c2)cc1	-58	-2	-71	-3	3	-22	19	15	-47	-7
Cc1ccc(S(=O)(=O)NC(=O)Nc2cc(C)on2)cc1	6	-3	9	-5	4	2	12	-5	-0.7	1
CN(C)c1ccc(C(=O)OCC(=O)Nc2ccc(N3CCOCC3)cc2)cc1	0	3	-4	-1	-2	0	-1	-15	-0.1	-3
COc1ccc(-n2c(COc3cccc(C)c3)n[nH]c2=S)cc1	1	3	-5	1	-3	-1	4	7	0.1	-3
CCOc1ccccc1OCCCC(=O)OCC(=O)Nc1cccc(Cl)c1	-1	0	-1	-3	-4	2	4	-7	0.1	-8
CCn1c(NC(=O)c2ccccc2F)c(-c2cccs2)c(=O)c2ccccc21	-2	3	-7	-4	2	0	1	6	0.5	8
CCCCN(CCCC)C(=O)C[n+]1cccc(/C=N/O)c1	1	-7	1	-1	-2	-2	5	-8	0.3	-6
Cc1c(CC(=O)NCCCC(=O)O)c(=O)oc2c(C)c3oc4c(c3cc12)CCCC4	-210	1	-364	-2	3	-30	7	2	5.3	-6
COc1ccc(N2CCN(C(=O)C3CCCN(c4ncnc5c4nc4n5CCCCC4)C3)CC2)cc1 (configuration not stated)	3	-1	-8	1	4	3	16	1	-0.2	-1
CC(=O)c1cccc(NC(=S)NC2CCCCCCC2)c1	0	-2	-10	9	1	0	-12	1	0.0	0

One compound at a time, as listed above. Values in the order: PLCg1 inh | MBD2 DNA inh | PLCb3 inh | Tn7 DDE FP | UHRF1 binding | ADAM17 inh | ASAP1 GAP inh | ARFGAP1 inhibitor | proKLK7 act | Tn6 DDE FP
`CN(C)c1ccc(C(=O)OCC(=O)Nc2ccc(N3CCOCC3)cc2)cc1` reads 0 | 3 | -4 | -1 | -2 | 0 | -1 | -15 | -0.1 | -3
`COc1ccc(-n2c(COc3cccc(C)c3)n[nH]c2=S)cc1` reads 1 | 3 | -5 | 1 | -3 | -1 | 4 | 7 | 0.1 | -3
`CCCCN(CCCC)C(=O)C[n+]1cccc(/C=N/O)c1` reads 1 | -7 | 1 | -1 | -2 | -2 | 5 | -8 | 0.3 | -6
`CCOc1ccccc1OCCCC(=O)OCC(=O)Nc1cccc(Cl)c1` reads -1 | 0 | -1 | -3 | -4 | 2 | 4 | -7 | 0.1 | -8
`COc1ccc(N2CCN(C(=O)C3CCCN(c4ncnc5c4nc4n5CCCCC4)C3)CC2)cc1` (configuration not stated) reads 3 | -1 | -8 | 1 | 4 | 3 | 16 | 1 | -0.2 | -1

The list goes on.
SMILES	PLCg1 inh	MBD2 DNA inh	PLCb3 inh	Tn7 DDE FP	UHRF1 binding	ADAM17 inh	ASAP1 GAP inh	ARFGAP1 inhibitor	proKLK7 act	Tn6 DDE FP
CCN(C(=O)COc1ccc(F)cc1Br)c1c(N)n(Cc2ccccc2)c(=O)[nH]c1=O	5	-1	-5	2	-1	4	-4	3	-0.4	2
O=C(Nc1ccc(Cl)cc1)OCCn1nnnc1C(c1ccccc1Cl)N1CCOCC1 (configuration not stated)	3	-4	5	-2	2	2	-2	1	0.5	-5
O=C(O)CCc1ccc(-c2ccc(Cl)cc2)n1NC(=O)c1ccc(O)cc1	0	-2	-1	4	0	-2	-3	1	0.2	2
COc1cc(/C=N/NC(=O)C(=O)NCC2CCCO2)ccc1OCC(=O)N1CCOCC1 (configuration not stated)	-1	-3	-6	-4	-2	-1	16	-9	-0.5	-2
